PAFAH2 inh = PAFAH2 enzyme inhibitors, primary screen, biochemical, fluorescence polarization, human. inhibition, % at 3.39 µM. 340,000 tested, 0.99% active. recombinant PAFAH2, FP-rhodamine activity probe. Platelet-activating factor acetylhydrolase 2, cytoplasmic (Homo sapiens), Q99487. AID 492956, 2010;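 active = inhibition above the mean over all tested compounds plus 3 SD, cut at about 30% in these data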;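 also: inhibitors block probe labeling of enzyme so polarization drops; 0% = enzyme with DMSO and 100% = wells lacking PAFAH2 protein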
* = called active by the depositor. This is a subset, so the mix of outcomes need not match the whole.

SMILES	PAFAH2 inh
COc1ccc(CCNC2CC(=O)N(CCc3ccc(OC)c(OC)c3)C2=O)cc1OC (stereo unspecified)	-2
CC(NC(=O)CNC(=O)Cc1cccc2ccccc12)c1ccc(S(N)(=O)=O)cc1 (stereo unspecified)	2
Nc1cc2c3ccccc3ccc2c2ccccc12	0
COc1ccc(-c2ccn(-c3cccc(F)n3)n2)cc1	10
CSc1ccc(OCC(=O)Nc2ccc(N3CCOCC3)c(Cl)c2)cc1	2
COc1cc(C(=O)N/N=C/c2cn(Cc3ccccc3)c3ccccc23)ccc1O	-1
CCN(c1ccccc1)S(=O)(=O)c1ccc(OC)c(NC(=O)c2ccccc2OC)c1	-2
COc1ccc(-c2cc(C(F)(F)F)nc(SCC(=O)N3CC(C)OC(C)C3)n2)cc1OC (stereo unspecified)	2
Cc1cn(CC(=O)NCCCN2CCCC2=O)c(=O)[nH]c1=O	-4
Cc1ccc(CNC(=O)C2CCCN(S(=O)(=O)c3ccc(F)cc3)C2)cc1 (stereo unspecified)	4
[O-]C1=N[N+](=C(c2ccccc2)c2ccccc2)C1	-1
O=C(Nc1ccc(CN2CCOCC2)cc1)c1cc(Cl)ccc1Cl	-3
Cc1ccccc1N1CCN(C2CCCN(C(=O)c3ccc(Cl)s3)C2)CC1 (stereo unspecified)	2
O=C(N/N=C/c1ccc([N+](=O)[O-])o1)c1cc2c(ccc3ccccc32)o1	17
CCCCN1CC(COCc2ccccc2)Oc2cccc(N3CCCC3)c2S1(=O)=O (stereo unspecified)	-3
CN(CCC#N)C(=O)COC(=O)c1c2c(nc3ccccc13)/C(=C\c1ccco1)CC2	14
COc1ccc(S(=O)(=O)Oc2ccccc2C(N)=O)cc1	9
O=C(Nc1ccccc1Oc1cccnc1)C1CCCN(C/C=C/c2ccccc2)C1 (stereo unspecified)	-3
O=C(Nc1ccc(NC(=O)c2ccccc2F)cc1)c1ccccc1F	0
COc1ccc(-n2ncc3c2CC(C)(C)CC3NC(=O)CCn2cncn2)cc1 (stereo unspecified)	-4
CCc1ccc(OCC(=O)NNCC(=O)Nc2ccc(OC)cc2)cc1	3
CN(C(=O)c1cccc(NC(=O)Cc2ccc(NC(=O)C3CCCN(C(=O)c4ccccc4)C3)cc2)c1)C1CCCCC1 (stereo unspecified)	-2
Cc1ccc(NC2CCCN(C(=O)CCc3ccncc3)C2)cc1C (stereo unspecified)	3
O=C(NN=Cc1ccccc1)NN=Cc1ccccc1	5
CCCn1c(SCC(=O)c2cc(OC)ccc2OC)nc2c1c(=O)n(C)c(=O)n2C	9

An excerpt of these results, with bars between the fields:
smiles | PAFAH2 inh
O=C(N/N=C/c1ccc([N+](=O)[O-])o1)c1cc2c(ccc3ccccc32)o1 | 17
CCCCN1CC(COCc2ccccc2)Oc2cccc(N3CCCC3)c2S1(=O)=O (stereo unspecified) | -3
CN(CCC#N)C(=O)COC(=O)c1c2c(nc3ccccc13)/C(=C\c1ccco1)CC2 | 14

Following part
SMILES	PAFAH2 inh
O=C(C#Cc1ccccc1)NCc1ccccc1F	11
CCOc1ccc(OCC(=O)OCC(=O)Nc2ccc3[nH]c(=O)[nH]c3c2)cc1	-2
CC(=O)c1ccc(NC(=O)CSc2ccsc2[N+](=O)[O-])cc1	6
Cc1ccnc(NS(=O)(=O)c2ccc(NC(=O)c3ccc(Cl)cc3[N+](=O)[O-])cc2)n1	12
CCN(Cc1nc2cc(Cl)ccc2c(=O)[nH]1)C(=O)CN1C(=O)NC2(CCCCC2C)C1=O (stereo unspecified)	-1
O=C(CCNC(=O)c1ccc(Cl)cc1)NNC(=O)c1ccc(F)cc1	4
O=c1[nH]c(-c2ccccc2)nc(CN2CCCCC2)c1O	-2
CC(=O)C1CCC2C3CCC4CC(OC(=O)CCC(=O)O)CCC4(C)C3C(=O)CC12C (stereo unspecified)	-10
O=C1NC(c2ccccc2)C(c2ccccc2)N1 (stereo unspecified)	12
CCc1nc(C)cn1S(=O)(=O)c1ccc(Br)cc1	1
COC(C[C@H]1O[C@H]1[C@H](O)[C@H](C)OCc1ccccc1)OC	3
Cn1cnnc1SCc1ccc(C(=O)N/N=C(/CCC(=O)O)c2ccc(C(C)(C)C)cc2)cc1	-1
Cn1c(=O)c2[nH]c(N=NN3CCCCC3)nc2n(C)c1=O	1
CCSc1ncc(Cl)c(C(=O)N(Cc2ccc(N(C)C)cc2)C2CCS(=O)(=O)C2)n1 (stereo unspecified)	-1
O=c1c(Cl)c(Cl)cnn1-c1ccccc1	4
O=S(=O)(NCCc1nc2ccccc2[nH]1)c1ccccc1	6
NC(=O)c1ccc(NC(=O)COC(=O)c2ccc(Br)c(S(=O)(=O)N3CCOCC3)c2)cc1	5
COc1ccc(OC)c(/C=C/c2[nH]c(=O)[nH]c(=O)c2[N+](=O)[O-])c1	8
O=C(CN1CCN(c2cnn(-c3ccccc3)c(=O)c2Cl)CC1)NC1CCS(=O)(=O)C1 (stereo unspecified)	2
O=C(O)C(Cc1ccnc2ccccc12)=NO	-1
Cc1cc(NC(=O)CCOc2ccc(F)cc2)no1	2
CCC1=NN2C(=N)/C(=C\c3ccc(OCc4cc(=O)n5nc(CC)sc5n4)c(OC)c3)C(=O)N=C2S1	9
c1ccc(CCNCc2cccs2)nc1	-2
CC(=O)Nc1ccc(S(=O)(=O)N2CCN(S(=O)(=O)c3ccc(NC(C)=O)cc3)CC2)cc1	-4
Cc1nc(N)nc(N(C)c2ccccc2)c1Br	-5

Reformatted with each value named: entries from further up
structure: CCC1=NN2C(=N)/C(=C\c3ccc(OCc4cc(=O)n5nc(CC)sc5n4)c(OC)c3)C(=O)N=C2S1
  PAFAH2 inh: 9
structure: c1ccc(CCNCc2cccs2)nc1
  PAFAH2 inh: -2
structure: CC(=O)Nc1ccc(S(=O)(=O)N2CCN(S(=O)(=O)c3ccc(NC(C)=O)cc3)CC2)cc1
  PAFAH2 inh: -4
structure: Cc1nc(N)nc(N(C)c2ccccc2)c1Br
  PAFAH2 inh: -5

(more compounds)
SMILES	PAFAH2 inh
CN(NC(=O)NN(C)C(=O)c1ccccc1)C(=O)c1ccccc1	1
Cc1n[nH]c2c([N+](=O)[O-])c(=O)[nH]c(=O)n12	-4
CCOC(=O)c1ccc(S(=O)(=O)N2CCN(C(=O)c3cc4ccccc4o3)CC2)cc1	13
CCn1cc(/C=C(\NC(=O)c2ccccc2)C(=O)N2CCOCC2)c2ccccc21	0
N=C(N)c1ccc(N=Nc2c(O)ccc3c2[nH]c2ccccc23)cc1	10
O=c1ncn(C2CCCCC2)c(=O)[nH]1	3
S=c1[nH]nc2sc3ccccc3n12	7
Cc1ccc2oc(=O)ccc2c1	1
CN1CCN(S(=O)(=O)c2ccc(NC(=S)NC(=O)c3ccc(Cl)cc3)cc2)CC1	2
O=C(/C=C/c1ccc([N+](=O)[O-])cc1)Nc1ncc([N+](=O)[O-])s1	3
O=C(Cc1ccc(NC(=O)C2CCN(C(=O)C3CCCC3)CC2)cc1)Nc1cccc(C(=O)N2CCCCC2)c1	2
CCCCN1CC(COC)Oc2cccc(F)c2S1(=O)=O (stereo unspecified)	-5
COc1ccc(C(CNC(=O)c2cccc(S(=O)(=O)Nc3ccc(Br)cc3)c2)N(C)C)cc1 (stereo unspecified)	5
CCCCc1nc2sc3c(=O)[nH]c(=S)[nH]c3c2c2c1CCC2	1
COc1cccc(CNCc2cccc(OC)c2O)c1O	1
COc1cccc(-c2nc(-c3ccccc3)c(-c3ccccc3)[nH]2)c1OCC(=O)O	22
CCOC(=O)C(Cc1ccc(O)c([N+](=O)[O-])c1)N1C(=O)c2ccccc2C1=O (stereo unspecified)	-2
Cc1ccc(CCC(=O)Nc2ccc(Br)cc2)o1	-1
CC(=O)OCC1OC(COC(C)=O)(c2ccc(C)cc2)C(OC(C)=O)C1OC(C)=O (stereo unspecified)	3
COC(=O)C1=C(C(=O)OC)[C@]2([C@@H]3CCCCN[C@@H](Cc4ccccc4)C(=O)N3Cc3ccccc3)C=C[C@H]1O2	-1
O=C(COC(=O)C1(c2ccccc2F)CCCC1)N1CCNC1=O	1
O=C(CN(Cc1ccco1)C(=O)CNS(=O)(=O)c1ccccc1)NC1CCCCC1	5
CC(=O)Nc1sc(/C(C#N)=C/c2ccc(Cl)c(Cl)c2)nc1-c1ccc(C)cc1	-25
CCN(CC)c1ccc(NC(=O)Cn2c(C(C)NC(=O)c3ccc(C)cc3)nc3ccccc32)cc1 (stereo unspecified)	11
CC(C)C(=O)Nc1ccc2c(c1)nc(CCN1CCN(c3ccccn3)CC1)n2C	6

Next part
SMILES	PAFAH2 inh
CC12CCC(C(NC(=S)NN)C1=O)C2(C)C (stereo unspecified)	5
Cc1n[nH]c(C)c1CCc1nc2c3ccccc3nc(SCC(N)=O)n2n1	0
C/C(=N/NC(=O)c1ccc(C)s1)c1cccnc1	-2
Cc1ccc(NC(=O)CSCC(=O)Nc2ccccc2C(=O)NC2CC2)cc1	-3
CCC1(c2ccccc2)NC(=O)N(CC(=O)Nc2cccc(S(=O)(=O)N3CCCCC3)c2)C1=O (stereo unspecified)	3
COc1ccc(C=O)cc1COc1ccc2c(c1)OCO2	7
COc1cc(/C=N/Nc2ccc(C(F)(F)F)cn2)cc(OC)c1O	4
O=C(CCc1nnc(Cc2ccc3c(c2)OCO3)o1)NCc1nc2ccccc2s1	6
CCOC(=O)c1c(C)[nH]c(C)c1C(=O)COC(=O)/C=C/c1ccc(OC)cc1	-5
O=c1oc(Nc2ccccc2Cl)nc2ccccc12	-4
N#C/C(=C\c1cccc([N+](=O)[O-])c1)C(=O)NCc1ccc(Cl)cc1	1
CCOc1ccc(NC2=CC(=O)C(=O)c3ccccc32)cc1	14
CC(C)(C)OC(=O)N1CCCC1C(=O)N1CCCC1C(=O)N1CCCC1C(=O)O (stereo unspecified)	-1
O=C(c1cccc(S(=O)(=O)N2CCc3ccccc32)c1)N1CCN(c2ccccc2)CC1	4
O=c1[nH]c2ccccc2nc1/C=C/c1ccc(O)cc1	2
COc1ccc(S(=O)(=O)NCCc2c[nH]c3ccc(C)cc23)cc1	-6
C=CCn1c(=O)/c(=C/c2ccc(Cl)cc2)s/c1=C(\C#N)c1nnc2n1CCCCC2	9
CC1(C)CN=C(c2ccccc2)NC1	2
COc1ccc(OCC(=O)Nc2ccc(NC(=O)c3ccco3)c(C)c2)cc1	-5
CC(=O)N1CCN(c2c(F)c(F)c(C(F)(F)F)c(F)c2F)CC1	0
S=C(c1cccs1)N1CCN(c2ccccc2)CC1	-1
O=S(=O)(NCc1ccc2c(c1)OCO2)c1cccc(F)c1	3
CN(C(=O)c1cccc(NC(=O)Cc2ccc(NC(=O)C3CCN(C(=O)C4CCC4)CC3)cc2)c1)C1CC1	-1
O=[N+]([O-])c1ccc(NN=Cc2ccco2)nc1	7
O=C(OCc1nnc(-c2ccccc2)o1)C1CCN(C(=O)c2ccc(Cl)cc2)CC1	0

Nothing new here: an excerpt of the list.
SMILES	PAFAH2 inh
CC12CCC(C(NC(=S)NN)C1=O)C2(C)C (stereo unspecified)	5
Cc1n[nH]c(C)c1CCc1nc2c3ccccc3nc(SCC(N)=O)n2n1	0

(cont.)
SMILES	PAFAH2 inh
N#CC1C(=O)NC(=O)CC12CCCCC2 (stereo unspecified)	1
COc1ccc(N(CC(=O)NC2CCS(=O)(=O)C2)S(=O)(=O)c2ccc(Cl)c(Cl)c2)cc1 (stereo unspecified)	9
CC(C)CC1NC(=O)N(CC(=O)NC2CCCCC2)C1=O (stereo unspecified)	-1
Nc1ccc(S(=O)(=O)NN=Cc2ccccc2[N+](=O)[O-])cc1	1
CCC1([N+](=O)[O-])COC(c2ccc(OC)cc2)OC1 (stereo unspecified)	0
COc1cccc2c1C1(O)C2CCCCCCCCCC12OCCCO2 (stereo unspecified)	11
Nc1ccc(C(=O)N/N=C/c2cn(Cc3cccc(F)c3)c3ccccc23)cc1	-8
Cc1cccc(C(=O)NCCc2nnc(SCC(=O)Nc3cccc(C(=O)O)c3)n2C)c1	-3
CC(C)c1ccc(C2(C)NC(=O)N(C(C)C(=O)Nc3ccc(N4CCOCC4)cc3)C2=O)cc1 (stereo unspecified)	-4
O=C(C1CCCN(Cc2ccccc2[N+](=O)[O-])C1)N1CCCC1 (stereo unspecified)	-8
CC(C)CN1CC(Br)C(=O)NC1=O (stereo unspecified)	-1
CC(=O)NC1CC(C)(C)N(OC(C)=O)C(C)(C)C1	4
O=C(NN=Cc1ccccc1O)NN=Cc1ccccc1O	-1
CCCc1cc(C(=O)Nc2ccc(Cl)cn2)cs1	-1
O=C(N/N=C/c1ccco1)c1[nH]ncc1Br	-10
O=C(CCNC(=O)c1ccc(Cl)cc1)NCC(c1ccco1)N1CCCC1 (stereo unspecified)	-3
O=C1C=C(c2ccccc2)C(c2ccccc2)C1O (stereo unspecified)	0
CCCOc1cccc(C(=O)Nc2ccc(CN3CCOCC3)cc2)c1	-2
Cc1ccccc1-c1n[nH]c(=S)n1/N=C/c1ccc(-c2ccccc2Br)o1	8
O=C(c1ccccc1)C(CCc1ccccn1)CCc1ccccn1	-6
CC1CC(C)C[N+](=C2C=C(N3CCCC3)CC(C)(C)C2)C1 (stereo unspecified)	-3
CCCCCCCCNS(=O)(=O)CCNCCCC	-2
O=c1c2ccccc2cnn1-c1nc2ccccc2[nH]1	0
CCN(CCCNC(=O)CCNC(=O)Cn1ccc2ccccc2c1=O)c1ccccc1	0
COCCCN(C(=O)CSCC(=O)Nc1ccc(C)cc1)c1c(N)n(Cc2ccccc2)c(=O)[nH]c1=O	3
COc1ccc(O)c(C(=O)CC(=O)c2cccnc2)c1	-5
COc1ccccc1N1CCN(C(=O)CC(NC(=O)c2ccccc2Cl)c2ccccc2)CC1 (stereo unspecified)	7
CC(=O)c1cc2c(ccc3ccccc32)oc1=O	8

A different layout for part of the listing above.
PAFAH2 inh | Structure
-1 | CCCc1cc(C(=O)Nc2ccc(Cl)cn2)cs1
-10 | O=C(N/N=C/c1ccco1)c1[nH]ncc1Br

Assay outcomes: PubChem BioAssay, The Scripps Research Institute Molecular Screening Center
